Bioassay records (PubChem)
UBC13 polyUb = human UBC13 polyubiquitination inhibition. P61088. hit rate 0.47% among 330,000. inhibition, % at 20 µM. AID 485273. UBC13 polyubiquitin chain formation, TR-FRET; in the data active = inhibition above about 45%, passing the limit was not always enough
Target sequence (P61088 whole entry, looked up): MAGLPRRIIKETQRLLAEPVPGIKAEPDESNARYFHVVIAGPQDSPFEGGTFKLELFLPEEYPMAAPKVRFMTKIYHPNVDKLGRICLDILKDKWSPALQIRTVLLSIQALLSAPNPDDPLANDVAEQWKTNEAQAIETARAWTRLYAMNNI
HKDC1 inhibitor = blocks human hexokinase HKDC1 activity; recombinant HKDC1, G6PDH/diaphorase resazurin coupled fluorescence; hit rate 0.16% among 340,000; inhibition, % at 20 µM; AID 493160; Q2TB90;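 active = inhibition above about 35% when tested at 20 µM, limit read from the data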;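 note: plate controls were DMSO wells with enzyme for no effect and DMSO wells lacking enzyme for full effect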
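Test system: recombinant HKDC1 (HK5) hexokinase enzyme, produced in-house; Amount: enzyme 5 µg/mL final; Buffer or medium: Tris pH 8.0 buffer with MgCl2, Tween-20, BSA, BME; Reagent: glucose and ATP substrates; Doses: 20 µM test compound, 1% DMSO; Incubation: 90 min reaction incubation at room temperature, dark; Detection: resorufin fluorescence at 613 nm.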
SENP8 block-1 = blocks the human protease SENP8; purified SENP8, Z-RLRGG-aminoluciferin cleavage, luminescence; AID 2540; hit rate 1.2% among 330,000; inhibition, % at 10 µM; Q96LD8; in the data active = inhibition above about 50%
Target sequence (Q96LD8 whole entry, looked up): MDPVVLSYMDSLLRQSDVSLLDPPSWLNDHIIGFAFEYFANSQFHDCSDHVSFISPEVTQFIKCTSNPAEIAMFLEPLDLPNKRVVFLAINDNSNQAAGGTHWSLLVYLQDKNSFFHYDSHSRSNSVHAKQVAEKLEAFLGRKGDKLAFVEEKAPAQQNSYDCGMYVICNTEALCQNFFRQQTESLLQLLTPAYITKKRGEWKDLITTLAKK
SENP8 block-2 = inhibitors of human SENP8 protease. Q96LD8. recombinant SENP8, Nedd8 substrate fluorescence. inhibition, % at 20 µM. hit rate 0.64% among 360,000. AID 602440; in the data active = inhibition mostly above about 40%, no sharp cut-off; inactive = mostly below about 27%
PfGluPho inh = PfG6PD (Plasmodium falciparum) enzyme inhibition. PfGluPho enzyme, NADPH resazurin-diaphorase fluorescence. inhibition, % at 20 µM. hit rate 0.78% among 350,000. AID 504690;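 active = inhibition reaching at least a set limit at 20 µM in the primary screen, cut at about 59% in these data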;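 note: 0% = DMSO wells with substrate and 100% = DMSO wells lacking glucose-6-phosphate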
MIN6 prolif = induces beta-cell replication in MIN6 cells; MIN6 cells proliferation, ATPlite luminescence, 48 h; cells starved in 0.2% serum; 100% = growth in 10% serum; proliferation, % at 10 µM; hit rate 0.29% among 330,000; AID 2380;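 active = compounds whose signal lies at least 3.5 SD above the mean of all wells on their plate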;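 note: 0% = DMSO-treated cells in low-serum medium and 100% = 10% serum control; some compounds called inactive have numbers as strong as hits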
SENP6 inh = SENP6 protease inhibition | Q9GZR1 | Recombinant SENP6 catalytic domain, aminoluciferin luminescence | inhibition, % at 10 µM | hit rate 1.8% among 330,000 | AID 2599;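 active = inhibition above about 50% at the single tested dose, limit read from the data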;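 note: plate controls were DMSO wells with enzyme for no effect and DMSO wells lacking enzyme for full effect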
SENP1 FRET inh = blocks the human SENP1 SUMO protease catalytic domain; Q9P0U3; recombinant SENP1 catalytic domain, CyPet-SUMO1-YPet FRET cleavage; inhibition, % at 10 µM; hit rate 0.21% among 360,000; AID 624204;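 active = inhibition at least 30% at 10 µM, raw YFP signal under a set limit, fluorescence ratio 0.5 to 1.5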;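 note: 0% = enzyme with DMSO and 100% = no enzyme wells; some results filed as inactive read as strong as hits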
Target sequence (Q9P0U3 419-644 limits assumed): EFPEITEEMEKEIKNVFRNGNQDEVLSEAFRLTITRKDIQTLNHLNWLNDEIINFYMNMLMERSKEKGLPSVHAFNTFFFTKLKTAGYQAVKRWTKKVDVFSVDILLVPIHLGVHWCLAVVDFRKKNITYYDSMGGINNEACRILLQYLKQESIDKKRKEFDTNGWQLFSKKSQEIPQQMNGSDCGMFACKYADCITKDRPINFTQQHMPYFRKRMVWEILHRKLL
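Material – human SENP1 catalytic domain · Input – SENP1 enzyme, 20 pM final · Compound dosing – single concentration of 10 µM compound, 0.5% DMSO final · Timing – enzyme reaction for 50 min at room temperature, dark · Measured by – FRET fluorescence in CFP and YFP emission channels · Control set – no-enzyme wells low, DMSO-plus-enzyme wells high control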
SENP7 block = blocks the human protease SENP7; Q9BQF6; recombinant SENP7, Z-RLRGG-aminoluciferin luminescence, 40 min; inhibition, % at 5 µM; hit rate 1.5% among 330,000; AID 434973;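 active = inhibition above about 50% at the single test dose, limit read from the data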;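 note: plate controls were DMSO with enzyme for no effect and no enzyme buffer wells for full effect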
Target sequence (Q9BQF6 706-1050 limits assumed): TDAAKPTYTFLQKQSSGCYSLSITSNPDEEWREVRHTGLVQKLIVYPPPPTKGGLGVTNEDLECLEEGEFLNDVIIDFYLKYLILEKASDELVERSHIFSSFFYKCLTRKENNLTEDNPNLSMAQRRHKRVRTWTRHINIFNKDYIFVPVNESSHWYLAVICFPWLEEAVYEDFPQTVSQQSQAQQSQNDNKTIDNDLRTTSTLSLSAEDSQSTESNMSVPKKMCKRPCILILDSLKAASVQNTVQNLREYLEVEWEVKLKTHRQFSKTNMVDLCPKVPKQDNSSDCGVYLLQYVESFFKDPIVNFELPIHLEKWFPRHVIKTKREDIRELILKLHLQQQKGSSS
Numbers without * were called inactive; nt = not tested or not shown; & = joins results of further samples.

SMILES	UBC13 polyUb	HKDC1 inhibitor	SENP8 block-1	SENP8 block-2	PfGluPho inh	MIN6 prolif	SENP6 inh	SENP1 FRET inh	SENP7 block
COC(=O)/C(=N\OCc1ccc(C#N)cc1)c1c(C)nn(C)c1C	0	-6	-2	10	-8	-1	-20	-2	-6
C[C@@H]1CN(S(=O)(=O)c2ccc3c(c2)OCCO3)CCN1S(=O)(=O)c1c(F)cccc1F	5	1	-2	13	-2	-1	8	2	15
CS(=O)(=O)Nc1ccc(C(=O)CC(=O)Nc2ccc([N+](=O)[O-])cc2)cc1	-11	-1	-4	-11	-38	-2	12	-1	1
Cc1cc(NC(=O)CCS(=O)(=O)c2nc(-c3ccccc3)cc(C(F)(F)F)n2)no1	-1	0	1	6	1	-4	-4	2	0
Cc1ccsc1C(=O)NNC(=O)c1csc(N2CCOCC2)n1	-2	-6	2	-5	-2	8	-15	3	1
COc1ccc(C2C(C(=O)N3CCOCC3)c3ccccc3C(=O)N2c2ccc(OC)cc2)cc1 (stereo not given)	0	-3	8	13	-2	-1	-2	1	10
CC1Cc2cc(S(=O)(=O)NCCC(=O)N(C)Cc3ccccc3)ccc2N1C(=O)C1CC1 (stereo not given)	4	-1	-7	16	10	1	-9	3	1
Cc1ccc(NC(=O)NNC(=O)c2ccc3c(c2)NC(=O)C(C)(C)O3)cc1	2	0	-3	9	-11	-4	12	0	-3
Cc1csc(CNC(=O)C2CCC(=O)N(CCc3cccc(F)c3)C2)n1 (stereo not given)	5	0	2	0	11	2	10	-2	2
CCOc1ccccc1N1CCN(CC(=O)Nc2ncc(C)s2)CC1	0	-7	-2	7	2	-1	17	1	-2
Cc1ccc(Nc2ccc(C(N)=O)cc2[N+](=O)[O-])cc1	-26	-7	2	30	6	1	-7	2	3
O=C(CN1C(=O)c2ccccc2S1(=O)=O)NC1CCCCCC1	-10	1	-14	11	2	-1	-4	0	-10
Nc1nc(SCC(=O)NCc2ccc(F)cc2)[nH]c(=O)c1NC(=O)c1ccc(Cl)cc1	2	-8	-2	13	-23	1	1	-1	-4
CCSc1nc(N2CCOCC2)c2ccccc2n1	-1	-1	-11	-37	-7	2	-6	2	-7
O=C(Nc1ccc(N2CCOCC2)cc1)c1ccc2nc(-c3ccco3)c(-c3ccco3)nc2c1	-14	-3	5	38	14	-3	7	-39	-5
CCc1cccc(OCCn2ccnc2)c1	6	-9	3	4	-12	0	11	1	-4
CCN(CC(=O)NCC(=O)Nc1ccc(Br)cc1C)Cc1ccccc1	2	-5	-4	5	-7	0	-16	2	-1
COC(=O)c1ccc(NC(=O)CN(C)Cc2cccc(F)c2)cc1	7	-1	-1	21	-9	3	-9	2	-1
CSc1nsc(SCC(=O)NCc2ccccc2)n1	6	1	9	9	-2	0	-15	-2	-4
Cc1c(OC(C)C(=O)NCc2cccnc2)ccc2c3c(c(=O)oc12)CCCC3 (stereo not given)	-1	-4	-1	-179	2	-1	6	-5	2
COC(=O)c1sc(-c2ccccc2)cc1NC(C)=O	6	2	3	-155	-11	4	-14	2	-7
CCOc1ccc(OC(=O)c2cccnc2)cc1	-10	0	-13	19	-8	-3	1	-1	-4
O=C(Cn1c(=O)oc2cccnc21)Nc1ccc(C(F)(F)F)cc1	6	-6	-6	-328	-5	0	-15	0	4
COc1ccc2c(c1)c1nnc(SCC(=O)N3C(C)CCCC3C)nc1n2C (stereo not given)	-16	32	-2	17	-8	-2	-6	1	-6
CCc1ccc(C2C3=C(CCCC3=O)OC3=C2C(=O)CCC3)cc1	-1	-2	-3	17	25	3	11	0	-13

Next part:
SMILES	UBC13 polyUb	HKDC1 inhibitor	SENP8 block-1	SENP8 block-2	PfGluPho inh	MIN6 prolif	SENP6 inh	SENP1 FRET inh	SENP7 block
CCOC(=O)C1CCCN(Cc2nc(N)nc(Nc3ccc(C)cc3)n2)C1 (stereo not given)	-4	4	-6	-37	11	2	-15	-32	-8
CC(=O)NC(CC(=O)NCC(=O)Nc1ccc(F)c(F)c1)c1ccccc1 (stereo not given)	11	-8	-2	3	-18	1	-22	-1	-5
c1ccc(Nc2cccc(Nc3ccccc3)c2)cc1	2	25	-17	-10	34	-4	-7	-1	-7
O=C(c1ccccc1)N1CCC(=O)N(C(CO)Cc2ccccc2)CC1 (stereo not given)	-2	-4	-12	11	-3	-4	-15	1	-1
Cc1ccc(NC(=O)CCn2c(=O)c3cccn3c3ccccc32)cc1C	4	-2	2	-1	22	-4	1	-1	8
C=CCn1cccc(C(=O)Nc2cc(OC)ccc2OC)c1=O	-3	-2	2	-1	-4	-1	3	1	-6
COc1cccc(C2CC(c3ccc(F)cc3)Nc3nc(N)nn32)c1 (stereo not given)	7	-3	-4	-85	5	-5	-24	2	-5
COC(=O)[C@@]12CCCCN1[C@H](c1ccc(-c3ccc(Cl)c(Cl)c3)c(OC)c1)[C@H]1C(=O)N(C)C(=O)[C@H]12	-21	1	-12	0	16	-6	-20	1	-8
Cc1ccc(C(=O)C2=C(O)C(=O)N(c3ncccn3)C2c2ccc(Br)cc2)o1 (stereo not given)	-12	8	2	nt	10	-1	9	nt	4
Cc1ccc(-n2c(Cc3cccn3C)nnc2SCC(=O)NCc2ccc3c(c2)OCO3)cc1	-10	-3	-7	6	-10	-1	0	-1	-9
CC1=NN(C)C(=O)C1Cc1c(F)cccc1Cl (stereo not given)	1	0	-3	20	1	-3	-31	0	6
CC(=O)Oc1ccc2occ(-c3ccccc3)c2c1	-2	2	1	10	-1	-4	-6	-1	-4
COc1ccc(NS(=O)(=O)c2ccc(Oc3cccc(C(=O)O)c3)cc2)cc1	-8	-8	0	6	-15	0	-14	3	-2
COc1ccccc1N1CCN(S(=O)(=O)CCNC(=O)c2ccc(OC(C)C)cc2)CC1	7	-1	-8	2	-1	-2	-8	1	2
COCCCN1C(=O)c2ccc(C(=O)OCC(=O)NCCc3ccccc3)cc2C1=O	5	-7	-1	-1	-2	-2	14	3	2
Cc1cccc(NC(=O)c2ccc([N+](=O)[O-])cc2Cl)n1	-4	-9	-10	10	12	-2	-14	1	-5
COC(=O)C(CCSC)NC(=O)CNC(=O)C1CCCCC1 (stereo not given)	9	-5	2	26	7	-3	13	-1	4
CN(C)S(=O)(=O)c1cccc(NC(=S)NCc2ccc3c(c2)OCO3)c1	0	-10	-5	6	10	-2	-33	-1	3
Cc1cccc([N+](=O)[O-])c1NC(=O)CSc1nnc2ccccn12	-5	-6	9	5	18	3	-6	0	4
C/C(N)=C(/C#N)C(=O)CSc1nnc(SCc2ccc(Cl)cc2)s1	-2	2&5	6	5&19	7&11	-2	-6	3&0	2
COCCNCCOCCOc1ccc(Cl)c(C)c1	3	-16	1	16	-21	-2	-12	-1	2
O=C(NCc1ccccn1)[C@H]1C[C@@H]1[C@H](NP(=O)(c1ccccc1)c1ccccc1)c1ccccc1	-6	-5	-18	9	-19	3	-12	0	-19
COc1cc(/C=C/C(=O)N2C(=O)c3cccc(N)c3C2=O)cc(OC)c1OC	-19	1	-10	-408	15	-4	8	-26	-9
COc1ccc(C(=O)NC(CCSC)C(=O)N2CCCCCC2)cc1 (stereo not given)	2	-1	5	8	-4	0	10	1	10
CCOc1ccc2oc(C(=O)O)c(C)c2c1	0	-3	2	-26	-5	-2	-17	-3	-3

The list continues:
SMILES	UBC13 polyUb	HKDC1 inhibitor	SENP8 block-1	SENP8 block-2	PfGluPho inh	MIN6 prolif	SENP6 inh	SENP1 FRET inh	SENP7 block
Cc1c(Cl)cnc(NC(=O)COC(=O)c2ccc3c(c2)OCO3)c1Cl	5	6	-4	3	-13	5	-1	2	2
COc1ccc(-c2csc(Nc3ccc(C)cn3)n2)cc1OC	12	-1	-6	-1	16	1	-5	2	3
CCN(CC)S(=O)(=O)c1ccc(N2CCOCC2)c(NC(=O)C2CCCO2)c1 (stereo not given)	-10	-3	0	13	-13	5	-11	2	-3
CCCn1c(=O)c(C(=O)NNC(=O)Cc2ccccc2)c(O)c2ccccc21	5	-9	5	-6	-11	-6	4	1	-3
CCn1nc(C)c(/C=N/NC(=O)Cn2nc(C)cc2C)c1C	-16	-7	-4	19	-11	0	-1	2	1
C/C(CC(=O)Nc1cc(Cl)ccc1Cl)=N\NC(=O)c1ccco1	9	-5	5	10	-9	-3	2	-4	5
O=C1NC(c2ccccc2)C(c2ccccc2)N1 (stereo not given)	nt	-3	nt	16	2	nt	nt	-2	nt
c1ccc(-c2nc(NC3CCCC3)c3ccccc3n2)cc1	-3	1	-1	-14	-1	-5	-3	-1	-10
COC(=O)c1ccccc1NC(=S)N(C)C	-1	-7	5	-56	-7	0	5	0	-1
Cc1[nH]nc2c1C1(C(=O)N(Cc3ccc(Cl)cc3)c3ccccc31)C(C#N)=C(N)O2 (stereo not given)	18	3	-3	2	32	-4	-12	2	-2

Entries above with a Cl atom:
SMILES	UBC13 polyUb	HKDC1 inhibitor	SENP8 block-1	SENP8 block-2	PfGluPho inh	MIN6 prolif	SENP6 inh	SENP1 FRET inh	SENP7 block
Nc1nc(SCC(=O)NCc2ccc(F)cc2)[nH]c(=O)c1NC(=O)c1ccc(Cl)cc1	2	-8	-2	13	-23	1	1	-1	-4
COC(=O)[C@@]12CCCCN1[C@H](c1ccc(-c3ccc(Cl)c(Cl)c3)c(OC)c1)[C@H]1C(=O)N(C)C(=O)[C@H]12	-21	1	-12	0	16	-6	-20	1	-8
CC1=NN(C)C(=O)C1Cc1c(F)cccc1Cl (stereo not given)	1	0	-3	20	1	-3	-31	0	6
Cc1cccc(NC(=O)c2ccc([N+](=O)[O-])cc2Cl)n1	-4	-9	-10	10	12	-2	-14	1	-5
C/C(N)=C(/C#N)C(=O)CSc1nnc(SCc2ccc(Cl)cc2)s1	-2	2&5	6	5&19	7&11	-2	-6	3&0	2
COCCNCCOCCOc1ccc(Cl)c(C)c1	3	-16	1	16	-21	-2	-12	-1	2
Cc1c(Cl)cnc(NC(=O)COC(=O)c2ccc3c(c2)OCO3)c1Cl	5	6	-4	3	-13	5	-1	2	2
C/C(CC(=O)Nc1cc(Cl)ccc1Cl)=N\NC(=O)c1ccco1	9	-5	5	10	-9	-3	2	-4	5
Cc1[nH]nc2c1C1(C(=O)N(Cc3ccc(Cl)cc3)c3ccccc31)C(C#N)=C(N)O2 (stereo not given)	18	3	-3	2	32	-4	-12	2	-2

Compounds as they come; any-hit rate near 4%.
